Screening data as filed in PubChem.
KDM5B inhibitor: blocks human KDM5B histone demethylase activity; Q9UGL1; KDM5B demethylase, FDH-coupled NADH fluorescence (FDH is formaldehyde dehydrogenase); Potency, µM (titrated, usually from 57.7 µM), without a hit: top-dose activity change, negative = inhibition, actives largely listed as inhibitors; 220,000 tested, 2.6% active; active = well fitted inhibition curve with a large enough effect; inconclusive = small, poorly fitted or top-dose-only effect; inactive = no such curve, though single readings can be large or run the other way; note: 0% is about no effect; nearly all actives have a fitted effect of over 70% in size
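KDM5BΔAP (200 nM final) in 50 mM HEPES pH 7.5, 0.01% Tween-20 was preincubated 10 min at RT with compound over a concentration range. Substrate mix (H3K4me3 12.5 µM, α-KG 25 µM, Fe²⁺, ascorbate, NAD⁺, FDH) was added, and NADH fluorescence change over 30 min gave dose-response curves.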
* = called active by the depositor; ? = inconclusive; [ ] = dose if it differs, or a comment. Potency is the fitted concentration of half-maximal effect. The list is partial; count on the stated rates, not on these rows.

KDM5B inhibitor	Compound
22.5%	Cc1cccc(-c2ccccc2C(=O)N2CCCC(CO)(Cc3ccccc3F)C2)c1 (centres undefined)
-20.3%	O=C1NCCCCCCN(C(=O)Nc2ccccc2)[C@H]2C[C@H](c3nc(Cc4ccccc4)no3)C[C@@H]12
-13.9%	CN1C(=O)c2cccn2CC1C(=O)N1CCc2ccccc21 (centres undefined)
5.2%	Cc1ccc(NC(=O)CCc2c[nH]c3ccccc23)cc1C
0.8%	CC1(c2ccccc2)N(Cc2ccc(O)cc2)C(=O)OC12CCN(Cc1cccnc1)CC2 (centres undefined)
-14.9%	Cc1noc(C)c1S(=O)(=O)N1CCCN(Cc2ccncc2)C(c2ccccc2)CC(=O)NCC1 (centres undefined)
-10.0%	COc1ccccc1CNC(=O)COC(=O)c1cccnc1Nc1cccc(C(F)(F)F)c1
8.6%	CCOc1ccc(-c2cc(C(=O)NCCc3ccccn3)[nH]n2)cc1
-6.1%	N#Cc1ccc(NC(=O)Cn2c(=O)c3c(ncn3Cc3ccccc3)n(Cc3ccccc3)c2=O)cc1
0.3%	COc1ccccc1C(=O)NC1CCN(c2cn[nH]c(=O)c2)CC1
15.6%	COCCN(CCOC)C(=O)/C=C/c1ccsc1
-2.0%	O=C(CCn1cc(Cl)cn1)N1CCOC(c2ccc(Cl)cc2)C1 (centres undefined)
-21.3%	CCSC1=C(C#N)C(c2ccc(Cl)cc2)C2=C(CCCC2=O)N1 (centres undefined)
-15.7%	CCOCCCNc1nc2cc(OC)c(OC)cc2c2nc(-c3ccccc3)nn12
?	Cc1ccc(C(=O)/C=C/c2cn(CC(O)CN3CCCCCC3)c3ccccc23)cc1 (centres undefined)
19.5%	COC(=O)c1sccc1NC(=O)CC(C)(C)CC(=O)O
-12.5%	O=C(NCc1cnn(-c2ccc(F)cc2)c1)C1CCC(=O)N(C2CC2)C1 (centres undefined)
6.2%	O=Nc1c(O)n(Cc2ccccc2)c2ccccc12
17.8µM*	COCC(=O)NC[C@H]1CCN(Cc2ccc(C#N)cc2)C[C@H]1N(C)C
-18.5%	COc1ccc(/C=C/C(=O)NCC(C)C)cc1
?	Cc1ccc(-n2c(=O)c3cccnc3n2CC(=O)Nc2ccccc2C(F)(F)F)cc1C
?	CCN(CC)S(=O)(=O)c1ccc2c(c1)N(CC(=O)Nc1ccccc1F)C(=O)C1CCCN21 (centres undefined)
19.6%	CCC1CN(CCNC(=O)Cc2c(F)cc(F)cc2F)Cc2cc(OC)ccc2O1 (centres undefined)
-7.5%	Cc1cc(NC(=O)COC(=O)C2CC(=O)N(c3cccc(C)c3C)C2)no1 (centres undefined)
16.0%	COc1cc(C(=O)Nc2ccc3sc(NC(C)=O)nc3c2)cc(OC)c1OC
-8.0%	O=c1c(-c2cc(-c3ccccc3)nc3c2COc2ccc(Cl)cc2-3)coc2ccc(F)cc12
11.3%	COc1cccc(C(=O)N2CC(c3nnc(C(C)C)o3)C3(CCOCC3)C2)c1OC (centres undefined)
-6.4%	O=C1CN(C(=O)COC(=O)CC23CC4CC(CC(C4)C2)C3)c2ccccc2N1
-20.6%	Cc1cccc(C)c1-n1ncc(C(=O)NCCCN2CCCCC2)c1C1CCN(C(=O)OC(C)(C)C)CC1
16.2%	O=S(=O)(Nc1ccc(Cl)cc1)c1cccc2nsnc12
13.7%	Cc1cc(=O)n(CC(=O)N2CCCC2)c(-c2ccccc2)n1
5.2%	CCOC(=O)C(C)Oc1ccc2c(=O)c(Oc3ccc(C(=O)OC)cc3)c(C)oc2c1 (centres undefined)
19.3%	COCCNC(=O)C1COC2(CCN(C(=O)c3cccc(OC)c3)CC2)N1C(=O)c1ccccc1 (centres undefined)
9.1%	Cc1cc(NC(=O)CCC(=O)N(CC(=O)NC2CCCC2)c2cccc(F)c2)no1
?	CSc1ncc(C(=O)NCc2cccc(F)c2)c(-c2ccccc2)n1
-15.9%	Cc1cccc(-n2ccnc2SCC(=O)Nc2ccccc2C(F)(F)F)c1
?	O=C(c1ccsc1)N1CCC(O)(c2ccccc2)[C@H](N2CCCC2)C1 (some centres undefined)
5.6%	O=c1oc2ccc(Cl)cc2cc1-c1csc(Nc2ccc(F)cc2F)n1
-24.9%[86.2 µM]	Cn1ccc2c(C(=O)NCc3cccnc3)nc(-c3cccc(N4CCOCC4)c3)cc21
1.5%	Cc1cc(C)c2nc(SCC(=O)NC(=O)NC(C)(C)C)cc(C)c2c1
0.4%	CC(c1nc2ccccc2s1)N(C)C(=O)c1ccc(S(=O)(=O)Nc2ccccc2)cc1 (centres undefined)
?	Cc1ccccc1Nc1c(-c2ccc(Cl)s2)nc2cccc(C)n12
?	COc1ccccc1NC(=O)CC1Nc2ccccc2NC1=O (centres undefined)
?	O=Cc1c(-c2ccc(Cl)cc2)[nH]c2ccccc12
?	O=C(Cn1c(SCCOc2ccc(Cl)cc2)nc2ccccc21)N1CCCCC1
-19.8%	CCOCCn1nc(C)cc1C(=O)N1C[C@@H](CN2CCCCC2)[C@@H](CO)C1
?	CCOC(=O)c1cc2cc(C(=O)NC(C)CC)ccc2[nH]1 (centres undefined)
-18.7%	CCc1ccc(C(=O)N2CCC[C@H]2c2nc(-c3ccc(OC)c(OC)c3)no2)cc1
-9.1%	O=C(c1ccc(Cl)s1)N1CCC(c2nc(-c3ccccc3)no2)C1 (centres undefined)
?	N#C/C(=C\c1ccccc1Cl)C(=O)Nc1ccccn1

Later entries.
KDM5B inhibitor	Compound
-7.0%	CC1CC(=O)Nc2ccccc2N1C(=O)Cn1cnc2c(Cl)cc(Cl)cc2c1=O (centres undefined)
-15.3%	Cc1ccc(CN2CCC3(CC2)CCN(Cc2ccco2)CC3CO)s1 (centres undefined)
15.2%[115 µM]	O=C1Cc2c(-c3ccsc3)n[nH]c2CN1CC1CC1
?	O=C(NCC(c1ccco1)S(=O)(=O)c1ccc(Cl)cc1)c1ccc(C(F)(F)F)cc1 (centres undefined)
-18.1%	COc1ccc(N2CCN(c3c4c(nc5nncn35)CCC4)CC2)cc1
11.8%	O=C(CSc1cn(Cc2ccc(F)cc2)c2ccccc12)N1CCCCC1
-23.5%	CC(=O)c1ccc(NC(=O)N2C[C@@H]3C[C@H](C2)c2ccc(NC(=O)CN(C)C)c(=O)n2C3)cc1
-4.9%	COc1ccc(CC(=O)NCc2ccc3c(c2)CCN3C(C)=O)cc1OC
-1.7%	O=C(CSc1ccc(F)cc1)Nc1cc2c(cc1Cl)OCCCO2
10.8%	CC(O)CNC(=O)C1CCN(c2nc(-c3ccccc3)nc3c2CCC3)CC1 (centres undefined)
1.6%	COc1cccc(C(=O)Nc2cc(OC)ccc2NC(=O)c2ccco2)c1
?	Cc1ccc(CN(Cc2ccco2)C(=O)COc2ccc(C)c(C)c2)cc1
-2.7%[86.2 µM]	O=C(NCCc1ccccn1)c1ccc2c(c1)OCCN(c1ccccc1)C2
1.8%	O=C1CCN(C(=O)CCc2nc3ccccc3s2)CCCCCCN1
-15.8%[86.2 µM]	COC(=O)c1ccc2nc(CO[C@H]3CN(Cc4cccc(C#N)c4)C[C@H]3F)[nH]c2c1
-26.8%	CN(Cc1cccnc1)C(=O)CCC1CCCN(S(=O)(=O)c2ccccc2)C1 (centres undefined)
-6.7%	CC(C)CCNC(=O)N1CCC2(CC1)C(=O)N(C)c1ccccc12
5.1%	O=C(O)c1cc(F)c(Cl)cc1Cl
14.3%	COCCCNC(=O)C1CCN(c2nn3cc(-c4ccc(F)cc4)nc3s2)CC1
-31.9%	Cc1ccc(N(C)C(=O)CN2C(=O)CCc3cc(S(=O)(=O)N4CCOCC4)ccc32)cc1
10.4%	C=CCNC(=O)/C=C/c1cnc2ccccc2n1
?	COCCNc1oc(-c2ccccc2)nc1S(=O)(=O)c1ccc(Br)cc1
-6.0%	O=C(Nc1ccc(Cl)c(Cl)c1)C1C2C=CC3(O2)C1C(=O)N(CCN1CCCCC1)C3C(=O)NC1CCCCC1 (centres undefined)
?	CC1CCCCN1C(=O)CSc1nc2ccccc2nc1Cc1ccc(Cl)cc1 (centres undefined)
27.2%	CCn1nc(CC(C)C)cc1C(=O)N1CCN(S(=O)(=O)CC)CC1
7.5%	CC1=C([N+](=O)[O-])C(c2ccccc2C(F)(F)F)NC(=O)N1C (centres undefined)
-6.6%	CCC1CCCCN1C(=O)CCS(=O)(=O)c1cc2c(cc1C)NC(=O)CO2 (centres undefined)
16.8%	Cc1nc(COc2ccc(C(=O)Nc3ccccc3N3CCOCC3)cc2)cs1
12.4%	COc1ccccc1NC(=O)N1c2ccccc2NC(=O)CC1C (centres undefined)
-5.2%	Cc1ccc(NC(=O)COc2ncnc3ccc(Br)cc23)cc1C

Looked up by structure from above:
KDM5B inhibitor	Compound
10.4%	C=CCNC(=O)/C=C/c1cnc2ccccc2n1
16.8%	Cc1nc(COc2ccc(C(=O)Nc3ccccc3N3CCOCC3)cc2)cs1
12.4%	COc1ccccc1NC(=O)N1c2ccccc2NC(=O)CC1C (centres undefined)
7.5%	CC1=C([N+](=O)[O-])C(c2ccccc2C(F)(F)F)NC(=O)N1C (centres undefined)
?	CC1CCCCN1C(=O)CSc1nc2ccccc2nc1Cc1ccc(Cl)cc1 (centres undefined)
-6.6%	CCC1CCCCN1C(=O)CCS(=O)(=O)c1cc2c(cc1C)NC(=O)CO2 (centres undefined)
27.2%	CCn1nc(CC(C)C)cc1C(=O)N1CCN(S(=O)(=O)CC)CC1

(next part)
KDM5B inhibitor	Compound
6.5%	CCOC(=O)c1sc2ccccc2c1S(=O)(=O)N1CCN(c2cccc(C)c2C)CC1
-14.3%[115 µM]	CN(C)c1ccc(CN2CCC3(C2)C(=NC2CCCC2)NC(=O)N3c2cccnc2)cc1 (centres undefined)
?	CCCCNC(=O)CSc1nc2n[nH]c(C)c2c(=N)n1-c1cccc(Cl)c1C
?	Cc1ccc(-c2noc(-c3cccnc3NCc3ccco3)n2)cc1
30.0%	COc1cc(NC(=O)O[C@@H]2CC[C@]3(C)C(CC[C@@H](O)[C@H]3CC(=O)N3CC[C@@H](O)C3)[C@]2(C)CO)cc(OC)c1OC (some centres undefined)
19.5%	Cc1ccc(NC(=O)Cn2cccc2-c2nc(-c3ccc(F)cc3)no2)c(C)c1
21.2%	COC(=O)COc1ccc(C(=O)N[C@@H]2CN(C(=O)Nc3ccc(F)cc3)CCC[C@H]2O)cc1
-1.8%[115 µM]	CC(C)c1nc2c(c(-c3ccc(Cl)cc3)n1)CCN(C(=O)c1ccccc1)CC2
9.5%	COCCNC(=O)CN1CCN(C(C(=O)O)c2c(C)[nH]c3ccccc23)CC1 (centres undefined)
?	Cc1ccc(CNC(=O)c2ccc(CSCc3ccc(Cl)cc3)o2)cc1

Shown in CSV form: three of the compounds above
structure,KDM5B inhibitor
CCCCNC(=O)CSc1nc2n[nH]c(C)c2c(=N)n1-c1cccc(Cl)c1C,?
Cc1ccc(-c2noc(-c3cccnc3NCc3ccco3)n2)cc1,?
COc1cc(NC(=O)O[C@@H]2CC[C@]3(C)C(CC[C@@H](O)[C@H]3CC(=O)N3CC[C@@H](O)C3)[C@]2(C)CO)cc(OC)c1OC (some centres undefined),30.0%

Following part.
KDM5B inhibitor	Compound
-7.9%	CCCCNC(=S)Nc1cccc(Cl)c1
-17.1%	Cc1nnc2n1CCC(N(C)C(=O)c1cc(C3CC3)[nH]n1)CC2 (centres undefined)
-23.2%	COc1ccc(Cl)cc1C(=O)NCCCSc1ccccc1
-18.4%	Cn1nc(C(=O)Nc2cccc(-c3nnc4n3CCCC4)c2)c2ccccc21
12.0%	NS(=O)(=O)c1ccc(CCNc2ncnc3c2cnn3-c2ccccc2Cl)cc1
-15.5%[86.2 µM]	CC1(CNc2ccccc2)COc2ccc(C(=O)NCc3cccnc3)cc2N1 (centres undefined)
3.6%	COCCNC(=O)[C@H]1C[C@H](Oc2ccccc2)CN1S(=O)(=O)c1ccccc1
7.7%	CCC(=O)N1CCc2cc(Br)cc(S(=O)(=O)N3CCN(c4ccccc4OC)CC3)c21
-11.9%[86.2 µM]	COCCC(=O)N1CCc2c(n(Cc3ccc(OC)cc3)n(Cc3ccccc3)c2=O)C1
?	CCCCNC(=O)CCn1c(=O)c2cccn2c2cccnc21
10.4%	O=C(c1ccc2c(c1)nc1n2CCCCC1)N1CCN(c2ccccc2F)CC1
-15.6%	CCCn1c2ccccc2c2cnn(CC(=O)Nc3cc(OC)c(OC)c(OC)c3)c(=O)c21
18.7%	COc1cc2c(cc1OC)C(C)N(CC(=O)Nc1ccc(C)cc1)CC2 (centres undefined)
4.3%[86.2 µM]	CC(C)CCNC(=O)c1cnc2n1CCN(Cc1cccc(OC(F)(F)F)c1)CC2
?	CCOc1cc(CNC(=O)CSc2n[nH]c(-c3ccccc3)n2)cc(OCC)c1OCC
?	Cn1ncc(S(=O)(=O)Cc2ccccc2)c(Cl)c1=O
-18.1%	Cn1c(-c2nc(-c3cn4ccccc4n3)no2)cc(=O)n(C)c1=O
6.5%	O=c1c(Cl)c(N2CCN(S(=O)(=O)c3ccccc3)CC2)cnn1-c1ccccc1
-9.6%	CC(=O)Nc1ccc2c(c1)CCC(=O)N2CC(C)C
6.9%	COCc1ccc(C(=O)N2CCCN(C)C3(CCN(C)CC3)C2)o1
17.2%	Cc1cc(C(C#N)c2ccc(Cl)cc2)c(Cl)cc1NC(=O)CCc1ccccc1 (centres undefined)
?	CN(CCOc1ccccc1Cl)Cc1cc(=O)oc2cc(O)ccc12
-1.9%	Cc1cc(Cl)ccc1OCCCC(=O)OCC(=O)c1c(N)n(C)c(=O)n(C)c1=O
?	Cc1cccc(NC(=O)c2cc3c(=O)n4cccc(C)c4nc3s2)c1C
